Casp7 inh: caspase-7 (human) inhibition, allosteric or competitive; Potency, µM (series often up to 57.5 µM), for inactives: at the highest dose activity change, negative = inhibition, actives largely listed as inhibitors; recombinant caspase-7, Ac-DEVD-AFC fluorescence rate; AID 889; P55210; 75,000 tested, 0.02% active; active means well fitted inhibition curve with a large enough effect in the main read-out, with a control signal flat, not every such curve was filed as active; inconclusive means small, poorly fitted or top-dose-only effect, or a change in a side signal; further: potency means the concentration at half of the fitted maximal effect; % of control where 0% means no effect
Target sequence (P55210 24-198 limits assumed): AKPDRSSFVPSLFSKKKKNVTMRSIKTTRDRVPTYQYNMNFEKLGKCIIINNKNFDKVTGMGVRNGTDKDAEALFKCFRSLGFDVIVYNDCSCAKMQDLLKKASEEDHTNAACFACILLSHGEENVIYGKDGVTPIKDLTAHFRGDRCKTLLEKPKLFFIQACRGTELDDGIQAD
Target sequence (P55210 207-303 limits assumed): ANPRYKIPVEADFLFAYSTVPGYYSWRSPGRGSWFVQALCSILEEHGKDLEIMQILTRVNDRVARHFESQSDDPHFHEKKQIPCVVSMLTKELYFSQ
4-MU autofl: compound fluoresces in the 4-MU spectral region; compound autofluorescence, 340/450 nm, 4-MU equivalents; stronger effect = higher value; 59,000 tested, 11% active; max dye-equivalent concentration, M; AID 589; in the data active means max dye-equivalent concentration above about 10 nM; inconclusive means mostly about 1.1 nM to 9.6 nM
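Compounds in 100 mM Tris, pH 8.0, sat 15 min at room temperature before fluorescence was read at 340 nm excitation/450 nm emission; a per-plate six-point 4-MU standard curve converted signals to dye-equivalent concentration at each compound concentration.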
Ub-GFP proteasome: ubiquitin-GFP accumulation via proteasome inhibition. Ubiquitin-GFP reporter cells, proteasome inhibition, GFP fluorescence; response scale: untreated = 0%, 10 µM MG-132 = 100%. Potency, µM (titrated, usually from 45.9 µM), for the others: at the top dose activation (GFP accumulation), most hits filed as activators. 67,000 tested, under 10 active. AID 526; active means well fitted activation curve with a large enough effect, not every such curve was filed as active; inconclusive means small, poorly fitted or top-dose-only effect, or another doubt; inactive means no such curve, though single readings can be large or run the other way; further: potency means the concentration at half of the fitted maximal effect
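Proteasome blockade was scored as a rise in GFP-expressing U2OS cells carrying a ubiquitin(G76V)-GFP construct, imaged after 4 hr compound treatment at 37 °C across a 46 uM–2.9 nM series.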
BRCT inh red: BRCT-phosphoprotein interaction inhibition (red fluorophore); BRCT-phosphopeptide binding, red fluorescence polarization; Potency, µM (doses to about 76.9 µM), for inactives: at the highest dose activity change, negative = inhibition, actives largely listed as inhibitors; 75,000 tested, 0.03% active; further: on the % scale 0 is the no-effect control and ±100 the full control effect
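Rhodamine-labelled pBACH1 10-mer (100 nM) bound to BRCT domain (100 nM) at pH 7.3; compounds incubated 12 min room temperature, polarization read. Free peptide defines full inhibition; unlabelled decapeptide titrated as control.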
USP2a inhib: blocks human ubiquitin-specific protease USP2a. O75604. USP2a enzymatic assay, qHTS inhibition. Potency, µM (highest dose often 38.3 µM), without a hit: at the top dose activity change, negative = inhibition, actives largely listed as inhibitors. 60,000 tested, 0.1% active;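 further: potency means the concentration at half of the fitted maximal effect; nearly all actives have a fitted effect of over 60% in size; plate controls were DMSO for no effect and NEM full inhibition control for full effect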
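Coupled readout: USP2-cleaved Ub-PLA2 (20nM final) turns over NBD C6-HPC (20uM final), Ex 460nm/Em 535nm after 2.5 h, time-zero read flagging artifacts. Enzyme (20nM final, pH 8.0 Tris) given 30 min RT with compound first; NEM defines full inhibition.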
Fluorescein autfl: compound autofluorescence in fluorescein spectral region; Compound autofluorescence, 480/540 nm, fluorescein-equivalent; stronger effect = higher value; max fluorescein-equivalent concentration, M; 59,000 tested, 0.91% active; AID 593; in the data active means max fluorescein-equivalent concentration above about 10 nM; inconclusive means between about 1.1 nM and that limit
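Spectral profiling of library compounds in the fluorescein window (480 nm excitation, 540 nm emission) after 15 min at room temperature in pH 8.0 Tris (100 mM). Values are dye-equivalent concentrations.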
Caspase-1 inhib: blocks human caspase-1 allosterically or competitively | Caspase-1 enzyme, Ac-WEHD-AFC fluorogenic rate | Potency, µM (top dose mostly 57.5 µM), for inactives: top-dose activity change, negative = inhibition, hits mostly inhibitors | 75,000 tested, 0.03% active | AID 900;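 further: potency means the concentration at half of the fitted maximal effect; plate controls were vehicle for no effect and no substrate for full effect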
Target sequence (P29466 120-297 limits assumed): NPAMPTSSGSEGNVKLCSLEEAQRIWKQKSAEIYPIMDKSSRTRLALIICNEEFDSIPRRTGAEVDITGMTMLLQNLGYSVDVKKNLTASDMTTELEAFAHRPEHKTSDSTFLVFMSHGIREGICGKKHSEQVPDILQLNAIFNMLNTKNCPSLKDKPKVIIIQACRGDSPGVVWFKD
Target sequence (P29466 317-404 limits assumed): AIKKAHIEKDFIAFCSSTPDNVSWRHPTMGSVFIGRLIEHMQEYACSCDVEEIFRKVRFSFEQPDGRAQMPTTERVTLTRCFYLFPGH
A350 autofl: compounds fluorescent in Alexa 350 spectral region; Compound autofluorescence, 340/450 nm, Alexa 350 dye-equivalents; stronger effect = higher value; max dye-equivalent concentration, M; 59,000 tested, 11% active; AID 590; in the data active means max dye-equivalent concentration above about 10 nM; inconclusive means mostly about 1.1 nM to 9.6 nM
HEK293 cAMP ctrl: raises cAMP in parental HEK293 cells, TSHR agonist counter-screen; AID 938; 73,000 tested, 2.5% active; parental HEK293 CNG cAMP sensor, membrane potential fluorescence; Potency, µM (doses to about 57.1 µM), for the others: top-dose activation, hits mostly activators; further: potency means the concentration at half of the fitted maximal effect; % of control where 0% means no effect; nearly all actives have a fitted effect of over 55% in size
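Parental HEK 293 cells stably expressing a cAMP-gated CNG channel were loaded with membrane potential dye containing 100 uM RO 20-1724 for 60 min. Compound added for 30 min; depolarization read as fluorescence intensity at 590 nm.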
BRCT PPI green: blocks human BRCA1 BRCT binding to phosphopeptide, green readout; Potency, µM (series often up to 76.9 µM), without a hit: at the highest dose activity change, negative = inhibition, actives largely listed as inhibitors; AID 875; P38398; BRCA1 BRCT-phosphopeptide binding, green fluorescence polarization; 75,000 tested, 0.05% active;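 further: potency means the concentration at half of the fitted maximal effect; plate controls were peptide without protein for full effect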
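Fluorescence polarization: His-tagged BRCT (~35 kDa BRCA1 C-terminus, 250 nM) bound to 100 nM fluorescein-labeled phosphorylated 10-aa BACH1 peptide, pH 7.3 phosphate buffer with DTT and Tween 20. Compounds incubated 12 min at room temperature; inhibition read as lowered polarization.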
Epigenetic mod: epigenetic modulators derepressing GFP locus in mouse cells | 68,000 tested, 0.09% active | Potency, µM (top dose mostly 46.1 µM), inactives show top-dose GFP derepression (activation) | mouse C127i GFP locus derepression, cytometry, 30 h; further: % of control where 0% means no effect
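Murine C127i mammary cells carrying a silenced, stably integrated CMV-driven GFP reporter were treated with compound for 30 hours at 37 C. After PBS washes, GFP-positive cells were counted by laser-scanning microplate cytometry.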
Active calls of the source: *; i = inactive; ? = inconclusive; / = not tested or not shown; [ ] = remark or other dose. Unless noted, the call rests on the fitted dose curve; in most records, active means well fitted curve in the direction sought with a large enough effect; inconclusive means small, poorly fitted or top-dose-only effect, or another doubt; inactive means no such curve, though single readings can be large; an effect the other way counts as inactive or inconclusive. A portion of the library. The share of hits here may be higher or lower than overall.

SMILES	Casp7 inh	4-MU autofl	Ub-GFP proteasome	BRCT inh red	USP2a inhib	Fluorescein autfl	Caspase-1 inhib	A350 autofl	HEK293 cAMP ctrl	BRCT PPI green	Epigenetic mod
C=CCSc1nnc2c(n1)OC=Nc1ccccc1-2	-1%	/	-9%	-3.3%	-4%	/	-1%	/	-8%	-4.7%	0%
CCCCS(=N)(=O)CCC(N)C(=O)O (stereo not drawn)	2%	/	/	-1.0%	-13%	/	0%	/	/	-1.4%[3.08 µM]	/
O=C(CCCNS(=O)(=O)c1cccc2nsnc12)N1CCCCC1	1%	i	-6%	1.4%	8%	i	-1%	i	6%	-1.9%	11%
Cc1ccccc1-c1nc(Cc2ccccc2)no1	-1%	/	-7%	0.8%	-4%	/	-3%	/	16%	0.0%	0%
O=C(CSc1nnc(-c2ccccn2)n1Cc1ccco1)c1ccc(Cl)cc1	-1%	i	2%	0.9%	7%	i	1%	i	25µM*	-1.1%	3%
CCN1C(=O)/C(=C2\SC(=S)N(CCCOC)C2=O)c2ccccc21	1%	i	-2%	-1.1%	-10%	i	3%	i	-69%[inhibitor]	-3.6%	-1%
O=C1CCCN1CCCN1C(=O)N[C@@H](Cc2ccccc2)C1=O	1%	i	-1%	-1.0%	-8%	?	0%	i	8%	-1.5%	-3%
OC[C@@H]1NC[C@@H](O)[C@@H](O)[C@H]1O	1%	i	-2%	0.9%	-1%	i	1%	i	1%	-1.1%	-2%
O=C(Cn1nc(-c2ccccc2)ccc1=O)NCCN1CCN(Cc2ccccc2)CC1	0%	i	0%	1.4%	-12%	i	-1%	i	5%	-0.5%	4%
COCC(=O)NCc1ccc2c(c1)OCO2	0%	/	-3%	-0.8%	-4%	/	-1%	/	13%	-0.7%	15%
COc1cccc(OC)c1NC(=O)Cc1nn(C)c(=O)c2ccccc12	0%	i	-5%	-1.8%	0%	?	0%	i	13%	-1.3%	-2%
COc1cccc(-n2nnnc2SCC(=O)NCCc2ccccc2)c1	-1%	i	2%	-1.6%	6%	?	-3%	i	?	-1.0%	5%

Record cards, from the list above. Order of values: Casp7 inh	4-MU autofl	Ub-GFP proteasome	BRCT inh red	USP2a inhib	Fluorescein autfl	Caspase-1 inhib	A350 autofl	HEK293 cAMP ctrl	BRCT PPI green	Epigenetic mod
Entry for `COc1cccc(-n2nnnc2SCC(=O)NCCc2ccccc2)c1` → -1%	i	2%	-1.6%	6%	?	-3%	i	?	-1.0%	5%
Entry for `O=C(CCCNS(=O)(=O)c1cccc2nsnc12)N1CCCCC1` → 1%	i	-6%	1.4%	8%	i	-1%	i	6%	-1.9%	11%
Entry for `C=CCSc1nnc2c(n1)OC=Nc1ccccc1-2` → -1%	/	-9%	-3.3%	-4%	/	-1%	/	-8%	-4.7%	0%
Entry for `O=C(CSc1nnc(-c2ccccn2)n1Cc1ccco1)c1ccc(Cl)cc1` → -1%	i	2%	0.9%	7%	i	1%	i	25µM*	-1.1%	3%

Continuation.
SMILES	Casp7 inh	4-MU autofl	Ub-GFP proteasome	BRCT inh red	USP2a inhib	Fluorescein autfl	Caspase-1 inhib	A350 autofl	HEK293 cAMP ctrl	BRCT PPI green	Epigenetic mod
Cc1nc2nc[nH]c2cc1Br	-2%	/	-12%	-3.1%	4%	/	0%	/	7%	2.8%	0%
COc1ccc(-c2csc(NCc3ccco3)n2)cc1C	-4%	/	-3%	1.1%	39%[activator]	/	-4%	/	-6%	1.4%	-4%
C[C@@]1(C(NS(=O)(=O)c2cccc3cccnc23)c2ccc(-c3ccccc3)cc2)C[C@H]1C1CCCCC1 (stereo partly drawn)	-1%	/	/	0.8%	/	/	-1%	/	6%	-1.4%	/
COc1ccc(OC)c(NC(=O)NCc2ccc(F)cc2)c1	-2%	i	1%	-0.4%	8%	i	0%	i	-1%	-1.4%	4%
CCOc1ccc(NC(=O)c2ccc(S(=O)(=O)N(C)C)cc2)cc1	4%	/	11%	-1.0%	/	/	-5%	/	2%	0.6%	/
COc1ccc(-c2n[nH]c(C)c2-c2cnn(-c3ccccc3)c2)c(O)c1	-4%	/	4%	-1.0%	4%	/	-3%	/	-8%	2.4%	0%
Cc1oc2ncnc(N)c2c1C	-3%	2.5e-08M*	1%	-0.3%	-3%	i	-4%	2.3e-08M*	0%	-0.7%	-2%
CCCCCCC=O	1%	/	/	-1.8%	/	/	-1%	/	-9%	-1.2%	/
Cc1ccc(-c2cc(-c3ccc(F)cc3)nc(N)c2C#N)o1	-2%	i	-6%	2.2%	-7%	?	-1%	?	8%	-5.1%	1%
N#Cc1c(N)nc2c(c1-c1ccco1)CCCCC2	-6%	7.4e-08M*	-3%	1.3%	-10%	?	-4%	8.1e-08M*	14%	-0.1%	0%
CCN1CCCC1CNC(=O)c1csc2c1CCCC2 (stereo not drawn)	-4%	i	-19%	-0.1%	-5%	i	2%	i	15%	-0.3%	1%
CCOC(=O)N1CCN(C(=O)COc2ccc(S(=O)(=O)NC(C)C)cc2)CC1	0%	/	18%	0.5%	/	/	-2%	/	2%	0.6%	-1%

Looked up above:
Cc1oc2ncnc(N)c2c1C | BRCT PPI green = -0.7%
CCN1CCCC1CNC(=O)c1csc2c1CCCC2 (stereo not drawn) | Epigenetic mod = 1%

(listing goes on)
SMILES	Casp7 inh	4-MU autofl	Ub-GFP proteasome	BRCT inh red	USP2a inhib	Fluorescein autfl	Caspase-1 inhib	A350 autofl	HEK293 cAMP ctrl	BRCT PPI green	Epigenetic mod
Cc1ccnc(NC(=O)COc2ccc3oc4c(c3c2)CCCC4)c1	-2%	i	-6%	-0.3%	-14%	?	-2%	i	?	0.5%	-3%
COc1ccccc1NC(=O)CSc1nnc(Cc2cc(=O)[nH]c(=O)[nH]2)n1-c1ccccc1	0%	i	-6%	0.7%	4%	?	-1%	i	2%	-0.5%	-1%
O=C(c1cnc2ccccn2c1=O)N1CCCc2ccccc21	-2%	/	/	-2.4%	/	/	0%	/	?	-1.4%	/
COc1cc(Cl)c(C)cc1NC(=O)COc1cc(C)nc(C(C)C)n1	-1%	i	5%	-0.8%	22%	?	4%	i	6%	1.1%	-1%
Cc1nc2sc(C(c3cccs3)N3CCN(Cc4ccccc4)CC3)c(O)n2n1 (stereo not drawn)	0%	/	2%	0.5%	/	/	-4%	/	19%	-2.6%	/
O=S(=O)(c1ccccc1)c1nc(-c2cccs2)oc1NCCCn1ccnc1	-2%	i	1%	-2.2%	18%	i	-2%	?	2%	-2.9%	4%
CCC(NC(=O)OC(C)(C)C)C(=O)Oc1ccc2c3c(c(=O)oc2c1)CCC3 (stereo not drawn)	-24%	8.9e-07M*	-6%	-0.5%	6%	i	-18%	1.3e-06M*	?	2.0%	2%
CCOC(=O)c1ccccc1NC(=O)CSc1nc2ccccc2n1CC(=O)N1CCCC1	0%	i	-6%	-0.8%	20%	i	1%	i	20%	-0.8%	1%
CCN(CCNC(=O)Nc1ccc(Cl)cc1)c1ccccc1	-1%	i	-6%	-1.6%	-15%	?	-1%	i	-2%	-4.0%	-3%
COc1ccccc1CNc1ncnc2ccc(-c3ccc4c(c3)OCO4)cc12	-4%	i	-1%	1.0%	5%	?	-3%	?	?	1.6%	0%[9.22 µM]
CN1CC[n+]2cnc3ccccc3c21	-1%	i	4%	0.3%	18%	i	-1%	?	1%	0.3%	4%
O=C(O)C1CC(=O)N(c2ccc(OCc3ccccc3Cl)cc2)C1 (stereo not drawn)	-2%	i	-2%	-0.5%	5%	i	2%	i	6%	1.2%	0%
O=C(CCS(=O)(=O)Cc1ccccc1)NC1CCCCC1	-1%	i	3%	1.1%	-6%	i	-1%	i	0%	-0.7%	-2%
CCCCn1c(/N=C/c2cc(OC)ccc2O)nc2ccccc21	-8%	i	1%	0.5%	-7%	?	-7%	i	3%	0.3%	4%
O=C(Nn1c(-c2ccccc2)nc2ccccc2c1=O)c1ccco1	-1%	i	-1%	0.1%	35%[activator]	?	-1%	i	21%	1.2%	3%
CC(Oc1ccccc1)C(=O)Nc1ccc(S(=O)(=O)NCC2CCCO2)cc1 (stereo not drawn)	1%	?	-5%	0.7%	5%	i	-1%	?	4%	-2.4%	0%
CCCCC(=O)N1CCCC(c2nc3c(nnn3Cc3cc(C)ccc3C)c(=O)[nH]2)C1 (stereo not drawn)	-2%	i	3%	-0.6%	24%	i	?	i	26%	17%	0%
CCOC(=O)C(C)C1(O)c2ccccc2-c2ncccc21 (stereo not drawn)	1%	i	-1%	0.7%	-3%	i	-1%	i	-6%	4.8%	-2%
Cc1cc(NC(=O)Cc2ccccc2)no1	1%	i	-4%	-0.3%	5%	?	-2%	i	-6%	-1.6%	0%
CC(N)C(=O)OC(C)(C)Cc1ccc(Cl)cc1 (stereo not drawn)	1%	/	/	-0.6%	1%	/	0%	/	/	-1.4%[3.08 µM]	/
O=C(CCCn1c(=O)[nH]c2cc(Cl)ccc2c1=O)NCCN1CCN(c2ccccc2)CC1	1%	i	5%	-2.1%	34%[activator]	i	1%	i	?	-0.3%	-2%
Cc1cc(NC(=O)CSc2ccc3nnc(-c4ccccc4)n3n2)no1	0%	?	-9%	-0.1%	5%	i	3%	1.1e-08M*	1%	2.8%	2%

Compound activity (PubChem BioAssay)
